Screens as filed in PubChem BioAssay.
p53ts 39C tox: p53ts cell cytotoxicity, nonpermissive temperature | H1299-p53A138V viability at 39C, ATP luminescence, 24 h | 1.5% of 130,000 active | Potency, µM (titrated, usually from 46.1 µM), for the others: at the top dose activity change, negative = cell killing, most hits filed as cytotoxic; further: nearly all actives have a fitted effect of over 55% in size
Peg3 imprint: inducers of genomic imprint erasure in mouse ES cells | AID 1948 | 0.02% of 110,000 active | Potency, µM (doses to about 60.7 µM), for the others: top-dose activity change, positive = activation, hits mostly activators | mouse ES Peg3-LacZ reporter, beta-gal luminescence, 40 h;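 further: 0% = negative control wells on the plate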
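Imprint erasure is scored as LacZ activity from the silenced maternal Peg3 allele in feeder-free female ES cells cultured 40 h with LIF. Luminescence is normalized to in-plate negative controls and fitted to the Hill equation.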
IkB signaling: inhibitors of IkB signaling in ABC-DLBCL cells; ABC-DLBCL IkBa-CBG/CBR dual luciferase ratio, 4 h; response scale: scaled: untreated 0%, proteasome inhibitor 100%; Potency, µM (doses to about 57.1 µM), for the others: at the top dose IkBa stabilization activation; 0.04% of 110,000 active; AID 445; active means well fitted curve in the direction sought with a large enough effect in the signal ratio, not every such curve was filed as active; inconclusive means small, poorly fitted or top-dose-only effect, or a change in a side signal; the % refers to the signal ratio;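 further: the direction sought is a rising ratio; 0% = basal untreated cells and 100% = reference inhibitor full response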
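Curves were fitted separately to fusion (green), unfused (red) and ratio luminescence, then classed by r2, magnitude and activity. Cells: OCI-Ly3, 4 h compound plus doxycycline at 37C; 10 uM MG-132 defined full response.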
p53ts 32C kill: kills p53ts cells at the permissive temperature. H1299-p53A138V at 32C, ATP luminescence viability, 24 h. Potency, µM (highest dose often 46.1 µM), for the others: at the top dose activity change, negative = cytotoxicity, hits mostly cytotoxic. 0.93% of 130,000 active. AID 924;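 further: 0% = DMSO and -100% = full killing by reference compound; nearly all actives have a fitted effect of over 55% in size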
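Cells: H1299 p53ts (A138V), 600/well, pre-incubated 16–30 h at 37C. Cpd up to 46 uM, 24 h, 32C. Readout: ATPlite luminescence, 20 min RT. Normalization: DMSO vs tamoxifen 100 uM. AC50 by Hill equation.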
Active calls of the source: *; ? = inconclusive; / = not tested or not shown; [ ] = remark or other dose. Unless noted, the call rests on the fitted dose curve; in most records, active means well fitted curve in the direction sought with a large enough effect; inconclusive means small, poorly fitted or top-dose-only effect, or another doubt; inactive means no such curve, though single readings can be large; an effect the other way counts as inactive or inconclusive. Unless noted, on the % scale 0 is the no-effect control and ±100 the full control effect; potency means the concentration at half of the fitted maximal effect. This is a random part of the collection; about 1.8% have a hit in one of these screens.

SMILES	p53ts 39C tox	Peg3 imprint	IkB signaling	p53ts 32C kill
Cc1ccc(S(=O)(=O)N(CC(=O)Nc2cccnc2)c2cc(Cl)ccc2C)cc1	-17%	-13%[10.9 µM]	?	?
c1ccc(-c2nnc(-c3cccc(-c4nnc(-c5ccccc5)o4)c3)o2)cc1	11%	-5%	-4.7%	-7%
Cc1ccc(Cn2c(CN3CCOCC3)nc3c2c(=O)[nH]c(=O)n3C)cc1	-12%	5%	-0.7%	-5%
COc1ccc(CCNC(=O)c2ccc(Cn3c(=O)c4ccccc4n(Cc4ccc(C)cc4)c3=O)cc2)cc1OC	-21%	16%[10.9 µM]	-1.9%	-7%
COC(=O)c1ccc(C(=O)OC)c(NC(=O)CCc2ccc(C)o2)c1	-1%	-20%	1.6%	9%
Cc1cc(NS(=O)(=O)c2ccc(NC(=O)CCN3C(=O)c4ccccc4C3=O)cc2)no1	7%	-6%	2.1%	-7%
COc1cc2c(cc1OC)-c1cc(OCCN3CCOCC3)nc(=O)n1CC2	4%	3%	-1.8%	-1%
COc1ccc(N2C(N)=C(C#N)C(c3cccnc3)C3=C2CC(C)(C)CC3=O)cc1 (configuration not stated)	-12%	-6%	?	-8%
O=C(CSc1nnc(-c2ccco2)n1-c1ccccc1)NCCc1ccccc1	10%	-17%	4.4%	2%
COc1cccc(C(=O)c2cn(CC(=O)Nc3cccc(Cl)c3C)c3nc(C)ccc3c2=O)c1	5%	6%[10.9 µM]	2.3%	7%
O=C(c1ccccc1)n1nc(-c2ccco2)nc1NCc1ccccc1Cl	-18%	-10%[10.9 µM]	?	3%
CCN(CC)c1nc(N)c2c(N)nc3c(c2c1C#N)CC(c1ccccc1)O3 (configuration not stated)	-14%	-7%	?	23%
CCCn1c(=N)n(CCOc2ccc(OC)cc2)c2ccccc21	-15%	-10%	0.9%	-8%
O=S(=O)(O)c1nc2ccccc2n1CCOc1ccccc1	0%	-3%	-1.7%	-7%
NC(=O)NCC(N)C(=O)O (configuration not stated)	16%	-8%	/	-7%
CCOc1ccc(C(=O)NC2CC(=O)N(c3ccc(C)cc3)C2)cc1OCC (configuration not stated)	-7%	-3%[10.9 µM]	?	-12%
COc1ccc(C(=O)/C=C/Nc2c(C)n(C)n(-c3ccccc3)c2=O)cc1OC	-4%	/	/	5%
CCOCC(O)CS(=O)(=O)c1ccccn1 (configuration not stated)	7%	-5%	0.9%	-4%
O=C(c1ccco1)N1CCn2c1nc1ccccc12	-15%	-86%[inhibitor]	1.9%	-24%
COc1cccc2c1Oc1ncccc1N(C(=O)CCC(=O)NCc1ccc(N(C)C)cc1)C2	-3%	20%[10.9 µM]	?	4%

Reformatted: results already given.
| compound | p53ts 39C tox | Peg3 imprint | IkB signaling | p53ts 32C kill |
| --- | --- | --- | --- | --- |
| c1ccc(-c2nnc(-c3cccc(-c4nnc(-c5ccccc5)o4)c3)o2)cc1 | 11% | -5% | -4.7% | -7% |
| Cc1ccc(Cn2c(CN3CCOCC3)nc3c2c(=O)[nH]c(=O)n3C)cc1 | -12% | 5% | -0.7% | -5% |
| COc1ccc(CCNC(=O)c2ccc(Cn3c(=O)c4ccccc4n(Cc4ccc(C)cc4)c3=O)cc2)cc1OC | -21% | 16%[10.9 µM] | -1.9% | -7% |
| COC(=O)c1ccc(C(=O)OC)c(NC(=O)CCc2ccc(C)o2)c1 | -1% | -20% | 1.6% | 9% |
| Cc1cc(NS(=O)(=O)c2ccc(NC(=O)CCN3C(=O)c4ccccc4C3=O)cc2)no1 | 7% | -6% | 2.1% | -7% |
| COc1cc2c(cc1OC)-c1cc(OCCN3CCOCC3)nc(=O)n1CC2 | 4% | 3% | -1.8% | -1% |
| COc1ccc(N2C(N)=C(C#N)C(c3cccnc3)C3=C2CC(C)(C)CC3=O)cc1 (configuration not stated) | -12% | -6% | ? | -8% |
| O=C(CSc1nnc(-c2ccco2)n1-c1ccccc1)NCCc1ccccc1 | 10% | -17% | 4.4% | 2% |
| COc1cccc(C(=O)c2cn(CC(=O)Nc3cccc(Cl)c3C)c3nc(C)ccc3c2=O)c1 | 5% | 6%[10.9 µM] | 2.3% | 7% |
| O=C(c1ccccc1)n1nc(-c2ccco2)nc1NCc1ccccc1Cl | -18% | -10%[10.9 µM] | ? | 3% |
| CCN(CC)c1nc(N)c2c(N)nc3c(c2c1C#N)CC(c1ccccc1)O3 (configuration not stated) | -14% | -7% | ? | 23% |
| CCCn1c(=N)n(CCOc2ccc(OC)cc2)c2ccccc21 | -15% | -10% | 0.9% | -8% |
| O=S(=O)(O)c1nc2ccccc2n1CCOc1ccccc1 | 0% | -3% | -1.7% | -7% |
| NC(=O)NCC(N)C(=O)O (configuration not stated) | 16% | -8% | / | -7% |
| CCOc1ccc(C(=O)NC2CC(=O)N(c3ccc(C)cc3)C2)cc1OCC (configuration not stated) | -7% | -3%[10.9 µM] | ? | -12% |
| COc1ccc(C(=O)/C=C/Nc2c(C)n(C)n(-c3ccccc3)c2=O)cc1OC | -4% | / | / | 5% |
| CCOCC(O)CS(=O)(=O)c1ccccn1 (configuration not stated) | 7% | -5% | 0.9% | -4% |
| O=C(c1ccco1)N1CCn2c1nc1ccccc12 | -15% | -86%[inhibitor] | 1.9% | -24% |
| COc1cccc2c1Oc1ncccc1N(C(=O)CCC(=O)NCc1ccc(N(C)C)cc1)C2 | -3% | 20%[10.9 µM] | ? | 4% |

The results go on.
SMILES	p53ts 39C tox	Peg3 imprint	IkB signaling	p53ts 32C kill
c1ccc(-c2cnc(SCCN3CCOCC3)n2CC2CCCO2)cc1 (configuration not stated)	21%	/	/	1%
COC(=O)CCC(=O)OC	-7%	0%	0.0%	-16%[1.84 µM]
O=C(Nc1ccc(Cl)cc1)Nc1ccccc1C(=O)NCc1ccco1	-15%	-76%[inhibitor]	?	-1%
Cc1ccc2nc(-c3cccc(N)c3)[nH]c2c1	11µM*	/	/	14µM*
CCOC(=O)c1c(NC(=O)Cc2coc3cc(C)ccc23)sc2c1CCCC2	1%	9%[10.9 µM]	?	4%
CC(=O)Cc1nsc(NC(=O)c2csc3c2CCCC3)n1	-7%	-11%	0.5%	-4%
CCC(C)=O	7%	-1%	-0.6%	-13%[1.84 µM]
COC(=O)c1cc(NC(=O)Cn2ncc3c2-c2ccccc2OC3)cc(C(=O)OC)c1	?	-8%[10.9 µM]	?	-7%
Cc1ccccc1OC(=O)c1snnc1C	1%	-8%[10.9 µM]	0.5%	2%
O=C(c1ccc(CN2CCOCC2)cc1)N1CCN(c2ccccc2)CC1	10%	/	/	-12%
Cc1cc(C)nc(NC(=O)NS(=O)(=O)N2CCCCCC2)n1	-9%	-2%	1.8%	21%
CCCNC(=O)CCC(=O)N1Cc2ccccc2Oc2ncccc21	-21%	5%[10.9 µM]	-2.3%	-2%
Cc1ccc(S(=O)(=O)NCC2CCC(C(=O)N(C)Cc3ccccc3)CC2)cc1 (configuration not stated)	13%	-9%[10.9 µM]	?	2%
CCn1c(SCC(=O)NCC2CCCO2)nnc1-c1c[nH]c2ccccc12 (configuration not stated)	9%	-10%	3.1%	6%
CN(C)/C=N/c1cc(=O)[nH]c(=O)n1Cc1ccccc1	10%	-3%	/	5%
CCN(C(=O)CSc1nc2ccccc2[nH]1)c1ccccc1	-10%	10%[10.9 µM]	-0.6%	-3%
CC(C)CCOC(=O)C1[C@H]2C(=O)N(Cc3cccs3)C[C@]23C=C[C@H]1O3 (some centres not stated)	1%	-7%	7.6%	-1%
CC(=O)NC1CC2CCCC(C1)N2S(=O)(=O)c1ccccc1 (configuration not stated)	0%	-7%	0.0%	3%
CCC(=O)N1CCc2cc(S(=O)(=O)NC(C(=O)NCCc3ccccc3)C(C)C)ccc21 (configuration not stated)	?	14%[10.9 µM]	-1.4%	-3%
COc1cc2ccccc2cc1C(=O)Nc1cccc(-c2nc3cc(C)ccc3o2)c1C	13%	-8%[10.9 µM]	2.6%	4%

Filtered by structure, those above containing a thiophene ring, fused or not (3)
SMILES	p53ts 39C tox	Peg3 imprint	IkB signaling	p53ts 32C kill
CCOC(=O)c1c(NC(=O)Cc2coc3cc(C)ccc23)sc2c1CCCC2	1%	9%[10.9 µM]	?	4%
CC(=O)Cc1nsc(NC(=O)c2csc3c2CCCC3)n1	-7%	-11%	0.5%	-4%
CC(C)CCOC(=O)C1[C@H]2C(=O)N(Cc3cccs3)C[C@]23C=C[C@H]1O3 (some centres not stated)	1%	-7%	7.6%	-1%

(listing goes on)
SMILES	p53ts 39C tox	Peg3 imprint	IkB signaling	p53ts 32C kill
O=C(O)c1ccccc1C(=O)NCC(O)COCC1CC=CCC1 (configuration not stated)	12%	-9%	0.0%	-9%
CCOc1cccc(C2Oc3nc(SC)nnc3-c3ccccc3N2C(C)=O)c1OC (configuration not stated)	-5%	-3%[10.9 µM]	-2.4%	5%
O=C1CCCc2nc3nc4ccccc4n3cc21	1%	-17%	1.4%	6%
COc1cc(OC)c(NC(=O)c2ccc3c(c2)N(Cc2ccc(C)cc2)CCS3)cc1Cl	-5%	-19%[10.9 µM]	0.7%	1%
CC(C)c1cc(C(=O)O)on1	-14%	-6%	0.3%	-3%
O=c1oc(-c2ccco2)nc2sc3c(c12)CCCC3	-13%	/	/	-28%
O=C(CCSc1nc(-c2ccco2)cc(C(F)(F)F)n1)NCc1cccs1	5%	/	/	-4%
CN(C(=O)CSc1cn(CC(=O)N2CCCCCC2)c2ccccc12)c1ccccc1	-5%	-14%[10.9 µM]	2.5%	4%
CCOc1ccc(NS(=O)(=O)c2ccc3c(c2)oc(=O)n3C)cc1	7%	/	-0.7%	-8%
Cc1ccc(-c2nc(S(=O)(=O)c3ccc(C)cc3)c(N3CCCCC3)o2)cc1	-9%	-16%[10.9 µM]	5.2%	9%
O=C(c1ccc(C(F)(F)F)cc1)N1CCC(c2noc(-c3ccc(S(=O)(=O)N4CCCC4)cc3)n2)CC1	-12%	-10%[10.9 µM]	?	-4%
Nc1nc(SCC(=O)OCc2ccccc2)[nH]c(=O)c1NC(=O)c1ccco1	7%	-4%	0.8%	10%
Cc1cccc(N2CCN(C(=O)CCCn3ncn4c(cc5occc54)c3=O)CC2)c1C	-19%	-10%[10.9 µM]	?	-12%
O=C(NCc1cccs1)C1CCN(C(=O)N2CCOc3ccccc32)CC1	?	12%[10.9 µM]	-3.3%	-2%
N#Cc1nc(-c2ccco2)oc1N1CCc2ccccc2C1	0%	-11%	-0.2%	-6%
CCOc1cc(C2C(C(=O)c3ccccc3)=C(C(=O)OC)Nc3nnnn32)ccc1O (configuration not stated)	-5%	-22%	-3.1%	6%
COc1ccc(N/C(=N\c2nc(C)cc(C)n2)NC(C)=O)cc1OC	4%	-2%	-2.3%	-4%
CCOC(=O)c1c(C)c(-c2ccccc2)n(CC(=O)NCCc2cccc(C)c2)c1C	-22%	-9%[10.9 µM]	-0.4%	-3%
Cc1ccc(-n2c(N)c(C(=O)N3CCOCC3)sc2=S)cc1	-1%	-6%	0.4%	3%
CC(C)c1ccc(C2CC(=O)N3CN(C4CCCCC4)CSC3=C2C#N)cc1 (configuration not stated)	6%	-6%[10.9 µM]	?	8%
Cc1c(Cl)cccc1NC(=O)Cn1c(=O)n(Cc2ccco2)c(=O)c2oc3ccccc3c21	-9%	-14%[10.9 µM]	-0.9%	7%
O=C(COc1ccccc1)NC1CC(=O)N(c2ccc3c(c2)OCCO3)C1 (configuration not stated)	-4%	-8%[10.9 µM]	0.0%	3%
Cn1c(=O)cc(SCC(=O)N2CCN(c3ccccc3F)CC2)c2ccc(Cl)cc21	9%	-8%[10.9 µM]	?	0%
COc1ccc(C)cc1S(=O)(=O)NC1CCCCC1	11%	-7%	-0.3%	33%[activator]
N#Cc1ccc(CSc2nnc(-c3cccs3)n2-c2ccccc2)cc1	5%	-5%	1.7%	2%
